NCI-60 one-dose screen, 48 h, at 10 µM unless noted. Numbers give growth in % (100 = growth as untreated, 0 = no growth, -100 = all killed).
RXF 393: RXF 393 renal cancer cells; hit rate 6.9% among 77,000; AID 1794773
TK-10: TK-10 renal cancer cells; hit rate 3.9% among 81,000; AID 1794769
786-0: 786-0 renal cancer cells; hit rate 5.1% among 81,000; AID 1794775
ACHN: ACHN renal cancer; hit rate 4.9% among 81,000
A498: A498 renal cancer cells; hit rate 5.4% among 76,000
UO-31: UO-31 renal cancer; hit rate 5.2% among 81,000; AID 1794768
SN12C: SN12C renal cancer cells | AID 1794767 | hit rate 3.8% among 81,000
CAKI-1: CAKI-1 renal cancer. hit rate 4.7% among 75,000. AID 1794772
Active calls of the source: *; x = not tested or not shown; & = joins results of further samples; [ ] = another dose, or the depositor's remark. The calls were made as follows: active = growth percent below 10; inactive = the rest.

Start of the data: the first three compounds, ahead of the listing:
item	SMILES	RXF 393	TK-10	786-0	ACHN
1	CCOP(=O)(OCC)c1nc(-c2ccccc2)oc1NCCCO	109	105	105	104
2	Nc1cc2c(cc1Br)-c1ccccc1/C2=N\O	97	111	56	80
3	COc1cc(-c2nc(-c3nnc(-c4ccc(F)cc4)o3)c3ccccn23)cc(OC)c1OC	77	101	83	77

item	A498	UO-31	SN12C	CAKI-1
1	99	86	100	93
2	x	56	96	64
3	80	71	88	113

The list itself, from the start:
item	SMILES	RXF 393	TK-10	786-0	ACHN
1	CCOP(=O)(OCC)c1nc(-c2ccccc2)oc1NCCCO	109	105	105	104
2	Nc1cc2c(cc1Br)-c1ccccc1/C2=N\O	97	111	56	80
3	COc1cc(-c2nc(-c3nnc(-c4ccc(F)cc4)o3)c3ccccn23)cc(OC)c1OC	77	101	83	77
4	Oc1ccc[nH]c1=S	105	89	100	98
5	NC(=O)Cc1c[nH]c2ccc(Br)cc12	127	112	96	105
6	O=C(O)c1ccc(-c2nn(-c3ccc(C(F)(F)F)cc3)cc2CNc2cccc(Cl)c2F)cc1	84	112	98	65
7	O=C1C=CC(=O)N1Cc1ccccn1	131	111	104	109
8	Nc1nnc(Sc2nc3ccc(Cl)cc3c(=O)n2-c2ccc(Oc3ccccc3)cc2)s1	102	108	111	101
9	Oc1ccc(CNc2ccccc2)cc1	122	92	100	94
10	O=c1cc(OCCn2cc(COc3nc(NCc4ccccc4)nc(OCc4cn(CCOc5cc(=O)oc6ccccc56)nn4)n3)nn2)c2ccccc2o1	x	104	101	91

item	A498	UO-31	SN12C	CAKI-1
1	99	86	100	93
2	x	56	96	64
3	80	71	88	113
4	83	79	102	80
5	x	78	99	98
6	71	60	78	77
7	104	97	96	103
8	136	83	108	103
9	109	84	104	x
10	91	83	107	97

Quoted from the listing.
entry 7 in UO-31 is listed with 97
entry 6 in ACHN is listed with 65
entry 4 in UO-31 is listed with 79
entry 8 in RXF 393 is listed with 102
entry 3 in SN12C is listed with 88

The listing continues.
item	SMILES	RXF 393	TK-10	786-0	ACHN
11	c1ccc(CCN2CCC3CC2c2ccccc23)cc1 (configuration not stated)	108	91	96	98
12	COc1ccc(C(=O)N2C=Cc3ccccc3C2C(N)=O)cc1 (configuration not stated)	96	116	106	88
13	CC1=CC(C)C(=O)N(CCN2CCOCC2)C(C)=C1 (configuration not stated)	100	108	112	110
14	CCOC(=O)C(Cc1c[nH]c2ccccc12)C(=O)OCC	102	120	105	96
15	O=C1OC2(OC(=O)c3ccccc32)Oc2cc(C(F)(F)F)ccc21 (configuration not stated)	115	101	97	106
16	c1ccc(Nc2cccc3ccccc23)cc1	105	99	104	101
17	CC(=O)Nc1cccc(-n2cnc3cc(-c4ccc(O)cc4)ccc32)c1	-6.9*	73	46	33
18	Cc1ncc(C(=O)Nc2ccc(CN3CCN(C)CC3)c(C(F)(F)F)c2)cc1C#Cc1cnc(N)c2ncccc12	-19*	46	-71*	0.6*
19	COc1ccc(CCn2cnn3c(=O)c4ccccc4nc3c2=O)cc1OC	115&103	106&114	108&95	109&101
20	O=C(O)c1ccc(-n2cc(CNc3ccc(Oc4ccccc4)cc3)c(-c3cc(C(F)(F)F)cc(C(F)(F)F)c3)n2)cc1	103	105	101	95

item	A498	UO-31	SN12C	CAKI-1
11	101	69	105	97
12	98	76	92	95
13	106	90	103	103
14	113	70	89	72
15	93	94	101	x
16	88	80	99	77
17	-33*	28	38	23
18	-6.9*	-9.4*	-20*	7.5*
19	129&91	92&93	101&107	98&111
20	90	73	88	65

(list continues)
item	SMILES	RXF 393	TK-10	786-0	ACHN
21	CC1CCC(=N\O)/C(=N/O)C1 (configuration not stated)	113&141	111&103	106&102	117&102
22	Cc1ccc(/C=C/CC(=O)Nc2ccc(C(=O)Nc3ccc(F)cc3N)cc2)cn1	75	35	76	81
23	O=C(c1ccccc1)c1c(/C=C/c2ccccc2)nc2ccccc2c1/C=C/c1ccccc1	108	116	102	100
24	c1ccc(-c2nc3ccccc3o2)cc1	125	112	109	113
25	CCN(CCO)C(C(=O)c1ccc(Cl)cc1)c1ccccc1 (configuration not stated)	110	113	101	105
26	C=C(C)C1CC[C@]2(C(=O)NCCCCN)CC[C@]3(C)C(=CC[C@@H]4[C@@]5(C)C[C@@H](CC#CC#CC[C@@H]6C[C@]7(C)[C@H]8CC=C9[C@H]%10C(C(=C)C)CC[C@]%10(C(=O)NCCCCN)CC[C@@]9(C)[C@]8(C)CC[C@H]7C(C)(C)[C@H]6OC(C)=O)[C@H](OC(C)=O)C(C)(C)[C@@H]5CC[C@]43C)[C@@H]12 (some centres not stated)	116	116	101	97
27	COc1ccc2cc(C#Cc3ccc(-n4c(/C=C/c5cc(OC)c(OC)c(OC)c5)nc5ccccc5c4=O)c(C)c3)ccc2c1	115	118	101	86
28	COc1cccc(-c2nn(-c3ccccc3)cc2-c2ccnc(NCCNC(=O)Nc3ccc(Cl)c(Cl)c3)c2)c1	-9.3*	40	-41*	15
29	CCN(CC)CCCC(C)NC(=O)OCC(C)C (configuration not stated)	105	101	102	104
30	CN1C2CCC1/C(=C\c1ccc(Br)cc1F)C(=O)/C2=C/c1ccc(Br)cc1F	115	75	103	94

item	A498	UO-31	SN12C	CAKI-1
21	114	93&75	103&97	91&97
22	39	59	73	57
23	81	76	93	84
24	87	121	110	111
25	100	63	107	86
26	109	74	94	81
27	95	78	77	54
28	-9.4*	-13*	12	24
29	113	90	112	96
30	102	83	72	x

Next entries follow:
item	SMILES	RXF 393	TK-10	786-0	ACHN
31	CN1C(=O)/C(=C(\C#N)C(=O)Nc2ccc(S(N)(=O)=O)cc2)c2ccccc21	121	111	100	103
32	COc1cc2c(c(NC(C)=O)c1)N(C(C)=O)CCC2	128	103	109	111
33	COc1ccc2c(c1)Sc1c(ccc3ccccc13)N2CCCN(C)C	105	94	84	81
34	O=C(NCc1ccccc1)c1ccc2c(c1)NC(=O)[C@@H]1CCCN21	109	94	96	99
35	CC1CN(S(=O)(=O)c2ncsc2-c2ccccc2)CC(C)O1 (configuration not stated)	120	112	107	100
36	Cc1ccc(CCC=O)cc1	110	x	101	104
37	CC1CCN(CCOc2ccc(CNc3ccc4nc(CCC5CCCCC5)[nH]c4c3)cc2)CC1	2.7*	73	-56*	55
38	O=C1CC[C@@H](C(=O)N[C@H]2CSSC[C@@H](C(=O)N/C=C/c3ccc(O)cc3)NC(=O)[C@H](Cc3ccccc3)NC(=O)[C@@H]3CCCN3C(=O)[C@@H]3CCCN3C2=O)N1	97	95	118	100
39	Cc1cccc2c1nc(N)c1c3ccccc3cn21	95	118	101	92
40	CCC(CC)C(=O)OC(C)COc1ccc(C(C)CC)cc1 (configuration not stated)	99	102	96	100

item	A498	UO-31	SN12C	CAKI-1
31	x	85	97	89
32	101	97	104	93
33	93	76	89	80
34	70	91	105	x
35	102	79	100	86
36	107	84	104	103
37	2.9*	-32*	58	-4.8*
38	108	101	x	96
39	96	64	87	75
40	86	97	107	94

Results in sequence from the entries so far.
786-0 for nos. 31–40, in order: 100, 109, 84, 96, 107, 101, -56*, 118, 101, 96
A498 for nos. 31–40, in order: x, 101, 93, 70, 102, 107, 2.9*, 108, 96, 86

The main list resumes, starting three compounds before the break.
item	SMILES	RXF 393	TK-10	786-0	ACHN
38	O=C1CC[C@@H](C(=O)N[C@H]2CSSC[C@@H](C(=O)N/C=C/c3ccc(O)cc3)NC(=O)[C@H](Cc3ccccc3)NC(=O)[C@@H]3CCCN3C(=O)[C@@H]3CCCN3C2=O)N1	97	95	118	100
39	Cc1cccc2c1nc(N)c1c3ccccc3cn21	95	118	101	92
40	CCC(CC)C(=O)OC(C)COc1ccc(C(C)CC)cc1 (configuration not stated)	99	102	96	100
41	O=C(Cn1cc(-c2ccc3c(c2)ncn3-c2ccccc2)cn1)NCCn1cc(COCCOCCOCCNc2cccc3c2C(=O)N(C2CCC(=O)NC2=O)C3=O)nn1 (configuration not stated)	117	102	104	106
42	CC(C)CCN(CCC(C)C)CC(=O)Nc1ccc(S(=O)(=O)c2ccc(NC(=O)CN(CCC(C)C)CCC(C)C)cc2)cc1	25	96	18	70
43	COc1ccc([C@H]2c3[nH]c4ccccc4c3C[C@H]3C(=O)N(C4CCN(CC5CCCCC5)CC4)CC(=O)N23)c(OC)c1	72[5.56 µM]	107[5.56 µM]	94[5.56 µM]	90[5.56 µM]
44	CC(C)(C)CC(C)(C)n1nnnc1C(Nc1ccc(F)cc1)c1cc2cccc3ccc4cccc1c4c32 (configuration not stated)	88	100	98	89
45	CC1(C)NC(=O)N(CN2C(=O)NC(C)(C)C2=O)C1=O	109	112	105	101
46	COc1ccc2c(c1OC)O/C(=C\c1ncc([N+](=O)[O-])n1C)C2=O	-66*	15	18	-2.7*
47	CCC(C(C)=O)(c1ccccc1)c1ccccc1	100	94	93	104
48	CCOC(=O)c1[nH]c(C)c(/C=N/O)c1C	129	96	101	101
49	CCOC(=O)c1c(C)oc2ncnc(Nc3ccc(C(=O)Nc4cccc(Cl)c4)cc3)c12	77	102	96	114
50	N#Cc1c(-c2ccc(Br)cc2)n2c(nc1=O)NNCC2=O	110	x	104	95

item	A498	UO-31	SN12C	CAKI-1
38	108	101	x	96
39	96	64	87	75
40	86	97	107	94
41	x	98	99	96
42	97	63	75	x
43	76[5.56 µM]	71[5.56 µM]	90[5.56 µM]	75[5.56 µM]
44	x	79	78	62
45	x	82	102	101
46	69	-43*	12	-28*
47	101	91	102	94
48	93	89	111	93
49	92	90	94	99
50	112	96	96	105

Going on with the list:
item	SMILES	RXF 393	TK-10	786-0	ACHN
51	COc1cc(NCC(O)CN(CC(C)C)CC(C)C)c2ncccc2c1 (configuration not stated)	52	113	85	88
52	CCCCCCOC(=O)C1=C(C)NC(=O)NC1c1ccccc1F (configuration not stated)	84	96	98	93
53	O=S(=O)(c1ccc(F)cc1)N1CCN(c2nccc(-c3c(-c4cccc(F)c4)nc4sccn34)n2)CC1	101	95	89	82
54	Cc1cccc(Cl)c1O	120	114	x	105
55	COc1ccc(-c2cc(-c3ccc(N(C)C)cc3)c(C#N)c(N3CCCC3)n2)cc1	-2.1*	85	96	99
56	COc1cc(C2=NNC(c3sc(Cl)nc3Cl)C2)cc(OC)c1OC (configuration not stated)	112	110	99	107
57	O=C(Nc1ccc(C2=NCCN2)cc1)Nc1ccc(C2=NCCN2)cc1	97	85	93	95
58	Cc1ccc(-n2c(-c3ccccc3)c(-c3ccccc3)c3c(SCC(=O)N/N=C/c4ccc([N+](=O)[O-])cc4)ncnc32)cc1	105	124	92	90
59	CC(C)(O)Cc1ccccc1Cl	113	100	101	103
60	COc1ccncc1S(=O)(=O)NC(=O)Nc1ccc(Cl)c(Cl)c1	79	113	94	85

item	A498	UO-31	SN12C	CAKI-1
51	70	89	85	99
52	113	93	92	97
53	x	50	81	89
54	88	x	103	101
55	106	82	89	x
56	92	86	94	97
57	50	74	87	91
58	82	65	89	72
59	101	93	106	97
60	96	67	94	84

Continued.
item	SMILES	RXF 393	TK-10	786-0	ACHN
61	CC(=O)c1sc(-c2cccc(C(F)(F)F)c2)cc1N	98	95	87	106
62	COC(=O)c1cc(CN(C)C)c(O)c(CN(C)C)c1	135	108	x	114
63	COc1cc2ncnc(Nc3ccc(O[C@H]4CO[C@H]5[C@@H]4OC[C@@H]5OC(=O)c4ccccc4)c(Cl)c3)c2cc1OC	103	86	93	50
64	COc1ccc(-c2cc(Cc3cccs3)c(=O)n(Cn3cncn3)n2)cc1	110	113	104	98
65	O=C(Nc1ccc2c(ccn2Cc2ccc(F)cc2)c1)c1ccnnc1	63	59	75	87
66	CCOc1ccc(NC(=S)/N=C/c2c(O)cc(C)oc2=O)cc1	96	107	106	98
67	COc1ccc(-c2cc(O)c(C(=O)Nc3ccccc3)s2)cc1	108	102	95	106
68	COc1ccc(/C=N/N2C(=O)SC3(C2=O)C(c2ccc(OC)cc2)CN(C)C32C(=O)Nc3ccccc32)cc1 (configuration not stated)	105	93	112	70
69	Oc1ccc2ccccc2c1CN1CCOCC1	128	123	109	103
70	C=CC1=C(C)C2=NC1=CC1=NC(=CC3=C(C)C4=C(O)CC(=C5NC(=C2)[C@@H](C)[C@@H]5CCC(=O)NCCCCCCNC(=O)CCCCCCCCCC2=C(C)C(=O)C(OC)=C(OC)C2=O)C4=N3)C(CC)=C1C	94	111	92	97

item	A498	UO-31	SN12C	CAKI-1
61	81	81	96	101
62	104	94	111	102
63	69	54	69	75
64	84	86	93	98
65	39	42	55	45
66	104	83	101	97
67	96	85	92	91
68	102	52	79	49
69	112	75	107	95
70	114	75	94	89

(next part)
item	SMILES	RXF 393	TK-10	786-0	ACHN
71	C(=C\[n+]1ccccc1)/c1ccccc1	112	93	89	102
72	CN(C)CC1(C)Cc2ccsc2C1O (configuration not stated)	109&108	94&105	95&97	106&100
73	CC(C)(C)CC(C)(C)c1ccc(OCCOc2ccc(C(=O)NCCNC(=O)c3ccc4ccccc4c3O)cc2N)cc1	113	119	117	117
74	Cc1oc(-c2ccc(Cl)c(Cl)c2)cc1C(=O)Nc1ccccc1	103	145	98	94

item	A498	UO-31	SN12C	CAKI-1
71	88	86	106	x
72	95&98	87&94	111&110	103&106
73	147	72	99	98
74	99	91	97	80

High-throughput results: PubChem BioAssay, NCI
